LYPLA2 counter – LYPLA2 inhibitors, primary screen, counter-screen for PME1 inhibitor project, biochemical, fluorescence polarization, FP-Rh probe ABPP. Acyl-protein thioesterase 2 (Homo sapiens), O95372. recombinant LYPLA2. inhibition, % at 5.9 µM. 320,000 compounds, 0.38% hits;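 active = inhibition above the screen-wide mean plus 3 SD, limit set per campaign, cut at about 26% in these data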;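 note: 0% = LYPLA2 with DMSO and 100% = wells lacking LYPLA2 enzyme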
Target sequence (O95372 whole entry, looked up): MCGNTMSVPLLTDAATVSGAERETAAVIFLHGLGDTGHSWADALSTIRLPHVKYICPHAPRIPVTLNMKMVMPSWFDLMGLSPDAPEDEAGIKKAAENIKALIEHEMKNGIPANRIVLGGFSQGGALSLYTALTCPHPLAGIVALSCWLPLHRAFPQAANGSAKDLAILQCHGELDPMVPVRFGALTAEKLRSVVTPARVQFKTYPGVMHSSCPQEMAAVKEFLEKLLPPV
PREPL inh – PREPL enzyme inhibitors, primary screen, biochemical, fluorescence polarization; Prolyl endopeptidase-like (Homo sapiens), Q4J6C6; recombinant PREPL, fluorescence polarization activity-based probe; inhibition, % at 5.96 µM; 320,000 compounds, 0.68% hits; in the data active = inhibition above about 43%;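 note: 0% = enzyme with DMSO and 100% = wells lacking enzyme; many of its hits are not listed in these tables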
PAFAH1B3 inh – PAFAH1B3 enzyme inhibitors, primary screen, biochemical, fluorescence polarization, human; recombinant PAFAH1B3, FP-rhodamine probe; AID 492972, 2010; inhibition, % at 3.39 µM; Platelet-activating factor acetylhydrolase IB subunit alpha1 (Homo sapiens), Q15102; 340,000 compounds, 0.28% hits;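 active = inhibition above the screen-wide average of all tested compounds plus 3 SD, cut at about 25% in these data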;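 note: 0% = enzyme with DMSO only and 100% = wells lacking PAFAH1B3 protein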
pPAFAH FP inh – pPAFAH enzyme inhibitors, primary screen, biochemical, fluorescence polarization, human; recombinant pPAFAH, FP-rhodamine probe fluorescence polarization; inhibition, % at 3.39 µM; AID 463082, 2010; Platelet-activating factor acetylhydrolase (Homo sapiens), Q13093; 330,000 compounds, 1.5% hits;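 active = inhibition above the mean inhibition across the screen plus 3 SD, cut at about 25% in these data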;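 note: inhibitors block binding of the rhodamine activity-based probe so polarization drops; 0% = enzyme with DMSO and 100% = wells lacking pPAFAH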
Target sequence (Q13093 whole entry, looked up): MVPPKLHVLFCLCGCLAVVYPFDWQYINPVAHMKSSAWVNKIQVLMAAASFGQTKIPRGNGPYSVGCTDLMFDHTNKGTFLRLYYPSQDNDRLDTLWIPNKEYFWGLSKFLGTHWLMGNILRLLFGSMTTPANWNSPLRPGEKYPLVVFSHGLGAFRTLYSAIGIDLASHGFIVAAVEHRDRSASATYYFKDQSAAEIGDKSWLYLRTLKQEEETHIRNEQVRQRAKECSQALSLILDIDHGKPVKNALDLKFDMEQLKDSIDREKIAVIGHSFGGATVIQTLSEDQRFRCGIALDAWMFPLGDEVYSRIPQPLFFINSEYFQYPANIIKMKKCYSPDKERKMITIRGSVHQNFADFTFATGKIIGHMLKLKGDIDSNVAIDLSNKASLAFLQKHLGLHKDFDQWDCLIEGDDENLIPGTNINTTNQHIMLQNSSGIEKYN
ZTA counter – counter-screen for EBNA-1 inhibitors: inhibitors of Epstein-Barr virus ZTA; P03206; inhibition, % at 11 µM; AID 2234; 320,000 compounds, 0.15% hits; ZTA-DNA binding, fluorescence polarization; in the data active = inhibition above about 33%
Target sequence (P03206 whole entry, looked up): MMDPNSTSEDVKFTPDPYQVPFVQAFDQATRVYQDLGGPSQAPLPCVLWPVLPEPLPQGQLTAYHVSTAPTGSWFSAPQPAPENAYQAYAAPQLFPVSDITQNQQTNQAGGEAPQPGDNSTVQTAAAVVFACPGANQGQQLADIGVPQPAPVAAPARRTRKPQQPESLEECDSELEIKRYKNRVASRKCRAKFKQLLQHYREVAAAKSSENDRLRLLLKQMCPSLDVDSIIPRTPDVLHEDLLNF
LYPLA1 counter – LYPLA1 inhibitors, primary screen, counter-screen for PME1 inhibitor project, biochemical, fluorescence polarization, FP-Rh probe ABPP; Acyl-protein thioesterase 1 (Homo sapiens), O75608; recombinant LYPLA1; inhibition, % at 5.9 µM; 320,000 compounds, 0.16% hits; AID 2174, 2009;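 active = inhibition above the mean of all tested compounds plus 3 SD, set per campaign, cut at about 14% in these data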;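 note: inhibitors block serine hydrolase probe labeling of LYPLA1 so polarization falls; 0% = enzyme with DMSO and 100% = wells lacking LYPLA1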
PAFAH2 inh – PAFAH2 enzyme inhibitors, primary screen, biochemical, fluorescence polarization, human; Platelet-activating factor acetylhydrolase 2, cytoplasmic (Homo sapiens), Q99487; recombinant PAFAH2, FP-rhodamine activity probe; inhibition, % at 3.39 µM; 340,000 compounds, 0.99% hits;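 active = inhibition above the mean over all tested compounds plus 3 SD, cut at about 30% in these data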;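 note: inhibitors block probe labeling of enzyme so polarization drops; 0% = enzyme with DMSO and 100% = wells lacking PAFAH2 protein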
PAFAH1B2 inh – PAFAH1B2 enzyme inhibitors, primary screen, biochemical, fluorescence polarization, human | 340,000 compounds, 1.2% hits | recombinant PAFAH1B2, FP-rhodamine activity probe | Platelet-activating factor acetylhydrolase IB subunit alpha2 (Homo sapiens), P68402 | inhibition, % at 3.39 µM | AID 492953, 2010;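 active = inhibition above the mean of all tested compounds plus 3 SD, cut at about 24% in these data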;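 note: 0% = enzyme with DMSO and 100% = wells lacking PAFAH1B2; many of its hits are not listed in these tables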
EBNA-1 inh – EBNA-1 DNA-binding inhibitors, primary screen, biochemical, fluorescence polarization | inhibition, % at 14.8 µM | 300,000 compounds, 0.34% hits | AID 1950, 2009; in the data active = inhibition above about 28%
* = called active by the depositor; . = not tested or not shown; & = joins results of further samples. The list is partial. The share of hits here may be higher or lower than overall.

Values in the order – LYPLA2 counter	PREPL inh	PAFAH1B3 inh	pPAFAH FP inh	ZTA counter	LYPLA1 counter	PAFAH2 inh	PAFAH1B2 inh	EBNA-1 inh
COc1cccc(-c2cc(=O)c3cc(NC(=O)c4ccc(N(C)C)cc4)ccc3[nH]2)c1
    -12.3	-1.7	.	-3.0	-0.5	-7.0	.	.	41.8*
COC(=O)c1ccccc1NC(=O)CSc1n[nH]c(C)n1
    4.6	-2.4	0.4	5.3	2.4	1.5	-2.9	-0.2	3.9
O=C(Cn1c(=S)[nH]c2ccccc2c1=O)NCCc1ccccc1
    -3.4	7.0	2.2	3.3	16.9	2.5	5.9	1.5	17.1
O=[N+]([O-])c1ccc(O)c(/C=N/NC2=NS(=O)(=O)c3ccccc32)c1
    -0.3	0.7	15.7	6.6	-8.0	1.5	2.0	15.9	-4.8
O=c1c(Cc2ccc(F)cc2)c(O)ccn1CCc1ccccn1
    -0.1	1.7	7.7	4.1	2.8	0.3	-0.9	1.0	0.6
COc1cccc(CNC(=O)C2CCN(C(=O)N3CC(C)Oc4ccccc43)CC2)c1 (configuration not stated)
    -1.9	12.2	4.7	0.5	16.8	-0.9	1.0	0.6	-11.0
Cc1cc2cccc(C)c2nc1SCC(=O)NCC1CCCO1 (configuration not stated)
    -0.2	17.0	5.2	2.5	11.0	0.3	3.0	5.4	3.3
Cc1c(NC(=O)COC(=O)c2ccc(O)cc2)c(=O)n(-c2ccccc2)n1C
    -3.0	2.9	4.2	0.7	-6.1	-1.2	2.9	1.4	.
CCCCc1ccc(S(=O)(=O)Nc2nnc(C)s2)cc1
    -5.8	13.9	8.6	-7.0	-9.1	-3.6	4.2	11.1	3.2
CCCc1nc(NCCCOCC)c2nnn(Cc3ccccc3)c2n1
    6.5	4.9	0.0	10.9	9.4	-1.9	3.2	6.5	9.4
O=C(Nc1cc(Cl)ccc1Oc1ccccc1)c1ccc(F)cc1
    -11.0	-10.6	-1.6	5.6	1.7	-1.6	-5.6	-0.9	-2.3
Cc1ccccc1NC(=S)NC1CCN(Cc2ccccc2)CC1
    2.1	7.1	10.3	-1.4	-28.1	-2.0	-10.3	-3.1	-6.1
CCc1c(C)sc(NC(=O)OC)c1C(=O)N1CCOCC1
    0.3	4.8	0.1	-7.1	14.3	1.9	6.8	3.1	-3.5
CCOC(=O)CSc1nc(C)c(Oc2ccc(Cl)cc2Cl)c(=O)[nH]1
    0.5	-1.5	0.2	11.2	5.6	2.7	2.9	8.6	8.0
O=C(Nc1ccc(Br)c(Cl)c1)C1CC1
    5.6	-42.3	-2.5	5.3	-13.8	3.0	-5.2	-0.5	3.6
CCOc1cc(N2CCOCC2)c(OCC)cc1NS(=O)(=O)c1cc(NC(C)=O)ccc1OC
    0.5	-5.2	9.1	4.8	-1.5	4.3	-0.1	2.9	3.8
CCN1C(=NCCN2CCOCC2)N[C@@H](c2ccccc2)C(C(=O)OC)=C1C
    -2.9	10.2	4.9	8.6	6.6	-0.4	-1.4	4.4	-1.7
COc1ccccc1NC(=O)/C(=C\c1cccs1)NC(=O)c1ccco1
    -1.5	11.7	4.4	1.9	-5.3	-1.1	0.4	0.0	-0.7
COc1ccccc1CCC(=O)OCC(=O)c1c(N)n(CC(C)C)c(=O)n(C)c1=O
    5.1	3.9	5.3	5.3	-3.0	-0.1	5.8	0.5	4.8
COc1ccccc1-n1cnc2cc(C(=O)NCc3ccco3)ccc21
    2.6	4.1	0.8	3.5	-6.1	1.5	1.7	1.5	3.5

Profiles, looked up by structure:
COc1cccc(-c2cc(=O)c3cc(NC(=O)c4ccc(N(C)C)cc4)ccc3[nH]2)c1 is listed with LYPLA2 counter = -12.3; PREPL inh = -1.7; PAFAH1B3 inh = .; pPAFAH FP inh = -3.0; ZTA counter = -0.5; LYPLA1 counter = -7.0; PAFAH2 inh = .; PAFAH1B2 inh = .; EBNA-1 inh = 41.8*
COC(=O)c1ccccc1NC(=O)CSc1n[nH]c(C)n1 is listed with LYPLA2 counter = 4.6; PREPL inh = -2.4; PAFAH1B3 inh = 0.4; pPAFAH FP inh = 5.3; ZTA counter = 2.4; LYPLA1 counter = 1.5; PAFAH2 inh = -2.9; PAFAH1B2 inh = -0.2; EBNA-1 inh = 3.9
O=C(Nc1cc(Cl)ccc1Oc1ccccc1)c1ccc(F)cc1 is listed with LYPLA2 counter = -11.0; PREPL inh = -10.6; PAFAH1B3 inh = -1.6; pPAFAH FP inh = 5.6; ZTA counter = 1.7; LYPLA1 counter = -1.6; PAFAH2 inh = -5.6; PAFAH1B2 inh = -0.9; EBNA-1 inh = -2.3

(cont.)
Values in the order – LYPLA2 counter	PREPL inh	PAFAH1B3 inh	pPAFAH FP inh	ZTA counter	LYPLA1 counter	PAFAH2 inh	PAFAH1B2 inh	EBNA-1 inh
Cc1cccc(NC(=O)CSc2nnc(CNC(=O)c3ccc(S(=O)(=O)N(C)C)cc3)n2-c2ccccc2)c1
    -7.3	-14.4	3.3	5.5	-6.2	-4.6	-5.6	5.0	-5.1
O=C(Nn1cnc2ccccc2c1=O)c1ccc(Br)cc1
    1.2	6.2	11.3	-4.2	-21.2	3.7	0.5	2.9	-18.7
Cc1cc(C)c(C)c(S(=O)(=O)N2CCC(C(=O)NNC(=O)c3ccccc3O)CC2)c1C
    1.5	18.0	8.3	10.2	2.4	-0.7	6.8	1.6	-1.7
C/C(N)=C(/C#N)C(=O)COC(=O)c1cc(-c2ccc(Br)cc2)nc2ccccc12
    -74.0	-6.0	1.2&-1.2	1.4	3.9	-40.3	-25.6&-41.2	-1.1&-6.8	5.8
CCOc1cccc(C2C(C(=O)c3ccco3)=C(O)C(=O)N2Cc2ccncc2)c1 (configuration not stated)
    2.5	3.6	9.2	3.6	-0.4	-0.3	10.1	1.4	8.3
Cc1cc(/C(N)=N/OC(=O)c2ccc(Cl)cc2)no1
    1.5	5.2	.	13.0	-10.1	-2.0	.	.	-4.4
O=C(c1ccccc1-n1cccc1)N1N=C(C(F)F)CC1(O)C(F)F (configuration not stated)
    -5.5	4.2	13.1	-7.5	1.4	0.9	-0.6	11.4	-1.6
C=CCSc1nc2ccccc2c(=O)[nH]1
    1.9	11.3	-3.5	-6.2	-4.8	-0.8	-0.9	-2.8	11.2
Cc1c(C(=O)Nc2ccc(F)cc2)sc2ncn(CC(=O)N3CCCCC3)c(=O)c12
    0.6	-4.9	-2.0	3.6	-16.6	-1.2	-1.6	-0.7	-6.7
COc1cc(OC)cc(C(=O)Nc2ccc(CN3CCCCC3)cc2)c1
    1.9	-4.7	1.5	0.1	-9.3	0.1	7.5	4.7	-12.4
Cc1cccc(OCC(=O)NCc2nc(-c3ccccc3)no2)c1
    2.3	-13.4	-0.5	4.7	-17.3	3.9	1.1	-6.8	-8.4
CC(=O)C(Cc1ccccc1)NC(=O)COc1ccc2c(c1)OCO2 (configuration not stated)
    .	9.2	14.4	-2.2	.	.	0.8	9.3	.
CC(=O)Nc1ccc(S(=O)(=O)Nc2ccc(=O)n(Cc3ccc(Cl)c(Cl)c3)c2)cc1
    4.4	-9.3	7.3	-1.4	-14.0	-0.7	-3.9	1.0	-5.8
O=[N+]([O-])c1cccc(-c2nc(-c3ccccc3)c(-c3cccs3)[nH]2)c1
    1.4	-9.6	-3.2	0.1	-10.1	2.1	5.2	2.4	17.4
C/C(=N\Nc1cccc(C(=O)O)c1)c1ccc2c(c1)Nc1ccccc1S2
    -0.3	31.4	18.5	32.8*	-15.2	-1.2	9.3	2.9	2.4
COc1ccc(/C=N/NC(=O)Cn2cc(C(F)(F)F)ccc2=O)cc1
    9.7	2.8	-1.9	-0.7	-0.3	-0.7	1.8	2.7	8.2
Cc1onc(-c2c(Cl)cccc2Cl)c1NC(=O)N(C)N
    4.2	10.9	0.1	-2.5	2.6	2.8	3.6	-5.1	-3.0
CC1CCCCC1NC(=O)COC(=O)Cc1ccc(Br)cc1 (configuration not stated)
    -0.6	6.0	1.9	23.6	5.3	2.2	8.0	21.2	-3.0
Clc1nc(Cl)nc(-c2cn(-c3ccccc3)c3ccccc23)n1
    -2.1	-10.6	.	-1.8	12.6	0.3	.	.	5.1
CN(Cc1cn(C)nc1-c1ccccc1F)CC1CCCCO1 (configuration not stated)
    10.5	-12.7	10.4	5.3	-2.5	3.6	3.7	-2.3	3.8
C/C(=N/NS(=O)(=O)c1ccc(C)cc1C)c1ccc2c(c1)OCO2
    -6.0	-9.6	10.4	-4.3	8.6	-4.9	-6.9	1.2	-0.9
Cc1[nH]nc2c1C(c1ccc(F)cc1)C1=C(CC(C)(C)CC1=O)N2 (configuration not stated)
    0.3	5.5	2.9	-0.1	17.1	-1.2	1.6	7.1	-12.5
C[C@@H]1COC(=O)[C@H](Cc2ccc(F)cc2)C/C=C\C[C@@H](CC(=O)N[C@H](CO)Cc2ccccc2)C(=O)N1
    .	18.4	-4.0	2.5	.	.	8.8	26.9*	.
COc1ccc(N=Cc2c(C)[nH][nH]c2=O)cc1
    8.1	7.6	2.0	5.3	6.8	7.0	3.7	0.1	-1.5
Cc1c(N2C(=O)CSC2c2ccc([N+](=O)[O-])cc2)c(=O)n(-c2ccccc2)n1C (configuration not stated)
    0.7	19.1	7.1	1.7	-6.2	-4.0	2.6	3.6	-4.9
CN1CCc2c(OCC(=O)N3CCCc4ccccc43)cccc2C1=O
    5.7	7.0	1.9	6.6	-3.6	-1.4	-2.7	-1.6	8.5
Cc1cccc(C(=O)N2CCNC(=O)C2CC(=O)Nc2cccc(Cl)c2)c1 (configuration not stated)
    1.4	3.8	3.1	7.2	18.3	-3.6	24.4	7.1	6.7
CC(=O)c1ccc2c(c1)N(CCCN1CCC(CCO)CC1)c1ccccc1S2
    4.3	40.3	-0.7	9.8	-16.6	-0.1	-4.8	2.7	-0.4
COCCCNC(=O)/C=C/c1cccc(Cl)c1
    3.9	3.9	4.2	-0.4	-5.5	0.1	-0.8	6.6	4.8
CCCCN(CC)C(=O)Cn1ncc2c1-c1cc(C)ccc1OC2
    7.5	8.9	-0.2	0.2	-0.9	2.8	-1.9	1.2	0.2
CCCOP(=O)(OCCC)C(Nc1cccc(C(F)(F)F)c1)c1ccc(C)cc1 (configuration not stated)
    -4.5	8.7	7.0	-0.6	-16.0	-0.8	-1.4	0.2	5.2
Cn1c(SCc2cc(=O)[nH]c3ccccc23)nnc1-c1ccco1
    -0.7	-3.0	10.3	0.5	5.8	-5.9	2.7	4.1	-0.3
O=c1oc(C2(O)CCCCC2)cc2ccccc12
    .	13.1	15.1	0.1	.	.	1.2	1.5	.

Gathered by group, those above containing a CF3 group
Values in the order – LYPLA2 counter	PREPL inh	PAFAH1B3 inh	pPAFAH FP inh	ZTA counter	LYPLA1 counter	PAFAH2 inh	PAFAH1B2 inh	EBNA-1 inh
COc1ccc(/C=N/NC(=O)Cn2cc(C(F)(F)F)ccc2=O)cc1
    9.7	2.8	-1.9	-0.7	-0.3	-0.7	1.8	2.7	8.2
CCCOP(=O)(OCCC)C(Nc1cccc(C(F)(F)F)c1)c1ccc(C)cc1 (configuration not stated)
    -4.5	8.7	7.0	-0.6	-16.0	-0.8	-1.4	0.2	5.2

High-throughput results from PubChem BioAssay.
